LMPTP inh = blocks human LMPTP phosphatase; P24666; recombinant LMPTP-A, OMFP fluorogenic substrate, fluorescence intensity; inhibition, % at 20 µM; hit rate 0.22% among 360,000;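 active means compounds that cut the enzyme signal by at least half of the control window in the single-dose screen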;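 further: plate controls were DMSO wells with enzyme plus substrate for no effect and substrate without enzyme for full effect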
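test system = LMPTP-A | amount = 0.625 nM LMPTP-A final | reagent = fluorogenic phosphatase substrate OMFP at 400 µM final | incubation = 50 min at room temperature | benchmarks = no-enzyme low control, uninhibited high control | medium = Bis-Tris pH 6.0, DTT, detergent | signal = fluorescence intensity of OMFP turnover product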
Rpn11 block = Rpn11 (human) deubiquitinase inhibition | human 26S proteasome, Ub4-pepOG fluorescence polarization; 20S core pre-blocked with epoxomicin | hit rate 0.59% among 360,000 | calls only at 20 µM | O00487 | AID 588493;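 active means inhibition at 20 µM, scaled to each plate's controls, above about 33%, limit read from the data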
Target sequence (O00487 whole entry, looked up): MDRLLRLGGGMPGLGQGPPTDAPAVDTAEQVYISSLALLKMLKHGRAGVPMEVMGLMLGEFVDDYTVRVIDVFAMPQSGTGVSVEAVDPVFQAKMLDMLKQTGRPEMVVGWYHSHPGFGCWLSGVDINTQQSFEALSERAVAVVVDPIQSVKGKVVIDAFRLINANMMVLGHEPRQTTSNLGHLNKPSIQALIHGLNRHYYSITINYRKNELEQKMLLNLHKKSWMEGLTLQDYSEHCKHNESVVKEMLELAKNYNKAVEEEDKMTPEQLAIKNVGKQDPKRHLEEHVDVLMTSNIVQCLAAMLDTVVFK
Scp-1 inhibitor = blocks human Scp-1 phosphatase activity | Q9GZU7 | Recombinant Scp1, phosphopeptide, malachite green phosphate absorbance | inhibition, % at 20 µM | hit rate 0.88% among 340,000;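 active means inhibition above about 50% at 20 µM, limit read from the data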;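 further: plate controls were DMSO wells with enzyme for no effect and wells lacking enzyme for full effect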
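Material: truncated SCP-1 phosphatase (76-261aa) / Buffer or medium: 50 mM Tris acetate pH 5.5, 0.005% Tween-20, 10 mM MgCl2 / Compound dosing: one concentration, 20 µM, with 1.0% DMSO / Incubation: 45 min room-temperature reaction, 5 min colour, 30 min stabiliser / Detection: colorimetric free-phosphate detection, absorbance 630 nm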
MT1-MMP act inh = blocks activation of human MT1-MMP | HT1080 RFP-PRO-GFP cells, GFP/RFP ratio fluorescence, overnight; percent of plate control window, DMSO zero | GFP/RFP ratio change, % at 20 µM | hit rate 0.061% among 360,000 | AID 651647;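 active means GFP/RFP ratio change of at least 30% with cell ATP level not reduced by more than half and red fluorescence within 50% of control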; further: strong numbers were not always called active
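Assay system: HT1080 RFP-PRO-GFP cells. Benchmarks: DMSO vehicle wells and RFP-L50D-GFP reporter cell wells. Times: overnight cell settling, then overnight compound exposure, 37 °C, 5% CO2. Compound: 20 µM single dose, 1% DMSO. Read-out basis: GFP/RFP fluorescence ratio.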
DNMT1 inh = DNMT1 (human) enzyme inhibition. P26358. DNMT1 molecular beacon, Hinp1I cleavage, fluorescence. inhibition (reported as % activation of signal), % at 10 µM. hit rate 0.83% among 360,000; in the data active means inhibition above about 50%
STEP inh = STEP (human) phosphatase inhibition. P54829. recombinant STEP, OMFP fluorogenic substrate, fluorescence. inhibition, % at 20 µM. hit rate 0.25% among 360,000. AID 588621;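 active means inhibition at 20 µM, scaled per plate between control wells, above about 37%, limit read from the data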;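 further: 0% = DMSO with enzyme and substrate and 100% = substrate only without enzyme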
Target sequence (P54829 whole entry, looked up): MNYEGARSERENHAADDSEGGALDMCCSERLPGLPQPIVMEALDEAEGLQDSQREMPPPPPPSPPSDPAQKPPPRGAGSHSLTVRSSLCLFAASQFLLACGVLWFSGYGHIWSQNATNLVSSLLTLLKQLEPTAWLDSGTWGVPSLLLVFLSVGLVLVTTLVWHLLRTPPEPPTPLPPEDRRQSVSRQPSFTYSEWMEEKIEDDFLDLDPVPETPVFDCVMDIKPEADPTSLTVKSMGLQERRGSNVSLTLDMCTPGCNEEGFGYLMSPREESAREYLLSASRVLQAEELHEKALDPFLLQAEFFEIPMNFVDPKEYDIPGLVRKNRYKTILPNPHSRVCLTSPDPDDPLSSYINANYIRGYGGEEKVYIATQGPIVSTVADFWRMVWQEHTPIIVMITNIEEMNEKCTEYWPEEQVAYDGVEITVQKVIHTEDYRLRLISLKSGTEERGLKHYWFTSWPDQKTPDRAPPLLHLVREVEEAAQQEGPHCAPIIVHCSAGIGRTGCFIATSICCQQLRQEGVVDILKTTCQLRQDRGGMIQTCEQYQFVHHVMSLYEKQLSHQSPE
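Test system: STEP tyrosine phosphatase / Reagent: OMFP at 25 µM / Doses: 20 µM, 1% DMSO / Read-out: percent inhibition scaled to no-enzyme and uninhibited-enzyme controls, plate-pattern corrected / Detection: FITC-channel fluorescence of OMFP product / Medium: Bis-Tris buffer pH 6.0, 2.5 mM DTT, 0.005% Tween 20 / Schedule: 20 min at room temperature, dark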
NRP1-CendR mod = NRP-1/CendR interaction modulation. O14786. FAM-RPARPAR peptide binding to NRP-1, fluorescence polarization. inhibition, % at 25 µM. hit rate 0.85% among 360,000. AID 602438;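 active means inhibition or corrected inhibition above about 18%, plus a signal ratio from 0.5 to 1.5, limit read from the data, passing the limit was not always enough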; further: strong numbers were not always called active
SUMO1-SIM PPI = SUMO1-SIM interaction modulation | P63165 | SUMO1 binding to a labelled peptide, TR-FRET, 1 h | inhibition, % at 20 µM | hit rate 0.33% among 360,000 | AID 602429; in the data active means inhibition above about 37%
Target sequence (P63165 whole entry, looked up): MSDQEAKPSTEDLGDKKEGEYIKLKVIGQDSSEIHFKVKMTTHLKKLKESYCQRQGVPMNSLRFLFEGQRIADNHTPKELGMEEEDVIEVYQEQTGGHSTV
NadD block = inhibitors of Staphylococcus aureus NadD; purified NadD enzyme, colorimetric absorbance read-out; inhibition, % at 20 µM; hit rate 0.78% among 360,000; AID 602399; in the data active means inhibition above about 26%; further: some compounds past the cut are filed as inactive
SKN-1 inh = inhibitors of C. elegans SKN-1; hit rate 0.49% among 360,000; inhibition, % at 21.8 µM; C. elegans VP596 Pgst-4::GFP/RFP ratio, acrylamide-induced, 24 h;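 active means interference check ratio from 0.5 to 1.5 plus GFP to RFP signal ratio inhibition reaching or exceeding a fixed threshold, cut at about 30% in these data, passing the limit was not always enough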; further: some compounds called inactive have numbers as strong as hits
The depositor's hits bear a star; i = inactive; x = not tested or not shown. Rows were taken by chance (roughly 3.9% active in at least one column).

SMILES	LMPTP inh	Rpn11 block	Scp-1 inhibitor	MT1-MMP act inh	DNMT1 inh	STEP inh	NRP1-CendR mod	SUMO1-SIM PPI	NadD block	SKN-1 inh
Cc1ccc(OCC(=O)Nc2ccc(Cl)cc2)c(-n2nc3ccccc3n2)c1	-0.1	i	7	5	38	3	-2	5	-11	10
O=C(Cc1ccccc1Cl)Nc1cc(S(=O)(=O)N2CCOCC2)ccc1N1CCOCC1	-1.7	i	-2	-1	-1	-3	2	0	4	-6
OCCNc1ccc(Cl)cc1	0.3	i	-6	6	1	2	-8	2	-2	0
Cc1ccc(S(=O)(=O)NCC(=O)N(CC2CCCO2)C(C(=O)NCC2CCCO2)C(C)C)cc1 (stereo not drawn)	-0.7	i	-6	0	1	-3	-2	4	-9	1
COc1ccccc1C1C(C(C)=O)=C(O)C(=O)N1CCc1ccccc1 (stereo not drawn)	0.7	i	0	1	2	1	1	1	6	-11
CC1CCN(S(=O)(=O)c2cccc(C(=O)NC3CCS(=O)(=O)C3)c2)CC1 (stereo not drawn)	-0.6	i	x	0	1	-3	2	-3	8	22
O=S(=O)(O)c1cnccc1Nc1cccc(C(F)(F)F)c1	-1.1	i	-4	4	0	-2	-4	4	1	-3
COc1cc([N+](=O)[O-])ccc1NC(=O)Nc1nc2c(s1)CCCC2	-0.1	i	-2	1	-17	0	13	4	10	3
O=C(NC1CCCC1)C(c1ccccc1)n1c(-c2cccs2)nc2ccccc21 (stereo not drawn)	0.2	x	x	1	x	x	-5	0	x	15
O=C(N/N=C/c1c[nH]c2ccccc12)c1cccs1	1.2	i	8	9	0	1	-1	-1	-1	4
O=C(CSc1ccc(Br)cc1)Nc1ccccc1N1CCOCC1	1.6	i	3	0	-2	1	8	1	1	-11
NC(CO)c1csc(Nc2ccc(C(F)(F)F)cn2)n1 (stereo not drawn)	-1.6	i	x	-5	-8	-4	-17	-3	-2	12
CN(c1cccnc1)c1ncnc2[nH]ncc12	-16	i	1	3	0	2	-16	-1	-3	-1
COc1ccc([N+](=O)[O-])cc1NC(=O)Nc1cccc(Cl)c1	0.8	i	3	-9	12	27	17	0	1	2
O=C(NCc1ccco1)c1ccc(CS(=O)Cc2ccc(Cl)cc2)o1 (stereo not drawn)	-1.5	i	-6	0	-3	2	13	9	-2	11
Cc1csc(NC(=O)CCN2C(=O)c3ccccc3S2(=O)=O)n1	-0.8	i	-7	-3	-2	5	-3	2	-2	12
COc1ccccc1NC(=O)c1ccc(NC(=O)c2cc3c(s2)CCC3)cc1	1.6	i	1	-1	-8	0	-6	0	1	11
COC(=O)c1oc2ccc(Br)cc2c1NC(=O)CCN1CCOCC1	-1.8	i	-5	-3	0	-2	-13	-9	-3	-9
CC(=O)Nc1sc(C)c(C)c1CN1CCN(S(=O)(=O)c2ccccc2)CC1	-0.9	i	-5	-7	-2	2	7	1	3	-3
O=C(/C=C/c1ccc(Cl)cc1)NCc1cccs1	-1.8	i	-3	x	6	-4	5	-8	0	-7

Record cards (already shown). Order of values: LMPTP inh, Rpn11 block, Scp-1 inhibitor, MT1-MMP act inh, DNMT1 inh, STEP inh, NRP1-CendR mod, SUMO1-SIM PPI, NadD block, SKN-1 inh
Shown for `O=C(NCc1ccco1)c1ccc(CS(=O)Cc2ccc(Cl)cc2)o1` (stereo not drawn) : -1.5, i, -6, 0, -3, 2, 13, 9, -2, 11
Shown for `Cc1ccc(OCC(=O)Nc2ccc(Cl)cc2)c(-n2nc3ccccc3n2)c1` : -0.1, i, 7, 5, 38, 3, -2, 5, -11, 10
Shown for `Cc1ccc(S(=O)(=O)NCC(=O)N(CC2CCCO2)C(C(=O)NCC2CCCO2)C(C)C)cc1` (stereo not drawn) : -0.7, i, -6, 0, 1, -3, -2, 4, -9, 1
Shown for `COC(=O)c1oc2ccc(Br)cc2c1NC(=O)CCN1CCOCC1` : -1.8, i, -5, -3, 0, -2, -13, -9, -3, -9

(further entries)
SMILES	LMPTP inh	Rpn11 block	Scp-1 inhibitor	MT1-MMP act inh	DNMT1 inh	STEP inh	NRP1-CendR mod	SUMO1-SIM PPI	NadD block	SKN-1 inh
CC(=O)Nc1nc2ccc(S(=O)(=O)N3CCCCC3)cc2s1	-0.9	i	-5	0	-1	-1	0	-1	-4	3
COc1ccccc1-c1cn[nH]c1-c1ccc(OCc2ccc([N+](=O)[O-])cc2)cc1O	5.3	i	-5	5	-5	-1	-8	-3	15	-8
CCOc1ccc(CCNS(=O)(=O)c2ccc(-c3ccc(=O)[nH]n3)o2)cc1OCC	-1.7	i	-8	-2	-2	1	1	-9	6	3
COc1ccc(C(=O)NCCN2CCCC2)cc1	-6.3	i	-10	2	0	-2	7	-7	-4	-7
Cn1c(=O)oc2cc(S(=O)(=O)NC3CCCc4ccccc43)ccc21 (stereo not drawn)	-0.1	i	-1	6	3	2	0	1	2	-11
CC(=O)C1=C(O)C(=O)N(Cc2cccnc2)C1c1ccc(C(C)C)cc1 (stereo not drawn)	0.1	i	-19	4	-1	0	-7	3	7	-1
Cc1cc(C)nc(SCc2nnc(SCC(=O)N3CCCc4ccccc43)o2)n1	-0.9	i	-4	9	0	-3	1	-4	2	9
Cn1c(=O)n(C)c2cc(N3CCCCC3)c(NC(=O)c3cccc(Cl)c3)cc21	2.8	i	13	-6	14	3	-14	1	-5	-2
CN(C)c1ccc(/C=N/NC(=O)CSc2ccccn2)cc1	1.7	i	8	2	0	2	-2	-13	0	1
Cc1ccccc1-c1nc(CN2CCC(C(=O)NCC3CCCO3)CC2)c(C)o1 (stereo not drawn)	-1.0	i	-2	3	-2	-2	-13	1	7	18
COc1ccc(-c2nnc(-c3cccnc3)o2)cc1OC	-0.6	i	-4	5	-1	-3	-4	1	-1	16
CN(Cc1ccccc1)c1nnc(N)s1	0.1	i	-8	1	-1	0	-9	2	-2	-7
CCOC(=O)/C(C#N)=C/Nc1cc(OC)ccc1OC	1.7	i	-7	0	-10	-3	-7	1	-3	2
O=C(CN(C(=O)Cn1nnc(-c2ccc(F)cc2)n1)c1ccc(F)c(Cl)c1)NCC1CCCO1 (stereo not drawn)	-1.6	i	-1	3	8	-3	-9	0	-3	8
CCOc1ccc(CCNC(=O)C2CCCN(c3nnc(-n4cccc4)s3)C2)cc1OCC (stereo not drawn)	-0.1	i	1	7	0	-4	-2	0	1	4
COc1ccc(S(=O)(=O)N2CCOC2CNC(=O)C(=O)NCc2ccco2)cc1 (stereo not drawn)	-0.3	i	-6	-3	0	-2	-7	2	-3	0
Cc1ccc2c(c1)NC(=O)[C@@]1(C)[C@@H](c3ccccc3)[C@H]3COc4ccccc4[C@@H]3N1C2=O	2.7	i	-11	-8	-6	-1	-7	-2	6	13
O=C(Nc1cccnc1)c1ccc2c(c1)C(=O)N(Cc1cccnc1)C2=O	1.4	i	-13	1	-4	0	-27	-27	-9	10
O=C(O)c1ccc2c(c1)OCCOCCOCCOCCOCCO2	-1.2	i	-3	-2	3	0	6	0	3	23
C/C=C1\NC(=O)[C@H](C)NC(=O)[C@@H](NC(=O)[C@@H](Cc2ccc(O)cc2)NC(=O)[C@@H](NC(=O)/C(C)=C/C)C(C)C)[C@@H](C)OC(=O)[C@H](CCCCc2ccc(O)cc2)NC(=O)[C@@H](CCC(=O)OC)NC1=O	-1.2	i	x	0	-1	4	-12	7	3	16
CCN(CC)CCN(C)c1ccc(N2C(=O)C3CC=CCC3C2=O)cc1[N+](=O)[O-] (stereo not drawn)	-2.6	i	-13	2	1	1	16	-14	4	4
CC(OC(=O)Cc1c(F)cccc1Cl)C(=O)NC1(C#N)CCCCC1 (stereo not drawn)	-1.1	i	-10	3	-1	0	2	3	-3	5
Cc1ccccc1-n1cc(CNCc2c(C(=O)N(C)C)nc3ccc(Cl)cn23)cn1	-1.3	i	-6	-4	2	0	4	1	-8	-20
Cc1ccc(C2CC(C(F)(F)F)n3nc(C(=O)NCc4ccco4)cc3N2)cc1 (stereo not drawn)	1.4	i	-7	-2	-7	0	-11	3	-2	15
O=C(N/N=C/c1sc(N2CCOCC2)nc1-c1ccccc1)c1ccccc1Cl	0.0	i	5	-1	-2	1	21	-10	-1	4
CC1(C(=O)Nc2ccc(Cl)c(C(F)(F)F)c2)Cc2c(-c3ccc(C(N)=O)cc3)ccnc2O1 (stereo not drawn)	2.4	i	x	4	-3	-1	-1	-3	10	12
O=C(NCc1cccnc1)C(=O)NC1CCCCC1	-1.1	i	-5	3	-2	1	12	1	-4	-1
COCCN(C(=S)Nc1ccc(OC)c(Cl)c1)C1CCN(C(C)=O)CC1	-2.4	i	x	0	-6	23	-3	8	0	2
Cc1c(C(=O)O)oc2c1C(O)CCC2 (stereo not drawn)	-1.5	i	-7	1	1	4	-8	1	-1	8
NNC(=O)CN1CCN(c2ncc(C(F)(F)F)cc2Cl)CC1	-0.9	i	-6	2	1	1	2	1	3	3
NC(=O)c1ccccc1Nc1nc(NCCO)nc(N2CCCC2)n1	-1.6	i	0	0	8	-3	5	3	-5	-6
COc1ccccc1Sc1nc(-c2ccccn2)ncc1OC	1.3	i	-2	1	-2	4	-4	2	4	10
O=C(Nc1ccc(F)c(F)c1)c1cc(S(=O)(=O)N2CCN(c3ccccn3)CC2)ccc1F	4.6	i	5	0	-2	3	-8	-5	-7	-2
CCN(CC)C(=O)CSc1nnc([C@@H](N)Cc2ccccc2)o1	1.3	i	-8	3	3	-3	1	1	-1	-1
COCC(=O)Nc1ccccc1C#N	-1.3	i	-11	-3	3	-22	0	-2	-4	-9
CC1=Nc2ccccc2N=C(NC(=O)c2ccccc2)C1c1ccc(Cl)cc1 (stereo not drawn)	1.8	i	-7	-6	-2	0	3	-3	1	9
CCCCCCCCCCCC(=O)c1c(O)cccc1O	2.0	i	-13	-1	-16	-2	-2	3	20	8
CS(=O)(=O)c1ccc(C(=O)OCC(=O)N2CCN(CCC3CCCCC3)CC2)cc1[N+](=O)[O-]	-0.8	i	x	-3	1	-1	17	-20	-3	9
COc1ccc2cc(-c3[nH]ncc3CNCCn3nc(C)cc3C)ccc2c1	-0.8	i	-8	0	-12	3	7	-1	-6	-9
O=C(COC(=O)CCNS(=O)(=O)c1cccs1)Nc1cc(C(F)(F)F)ccc1Cl	1.9	i	-5	3	1	-2	-2	10	-9	-12
CCN(CC)c1ccc(/C=N/N2CCN(c3ccccn3)CC2)cc1	-2.0	i	-13	3	1	1	-4	0	3	-3
CCCC(=O)Nc1c(-c2ccc(C)cc2)c(=O)c2ccccc2n1C	-1.1	i	-4	-3	2	3	5	4	0	14
CC(C)C(=O)Nc1ccc(-c2nc3cccnc3o2)cc1	-0.9	i	-1	-19	1	0	-7	-3	9	-14

Screening data as filed in PubChem BioAssay.
